# M1 ag = agonists of human M1 muscarinic receptor. P11229. CHO-K1 hM1, Fluo-8 calcium fluorescence, agonist mode; 0% DMSO, 100% acetylcholine EC100. activation, % at 3 µM. 360,000 tested, 0.33% active;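 active = activation above the run's mean compound activation plus 3 SD, cut at about 16% in these data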;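 also: peak over basal fluorescence ratio within a 140 s kinetic read after compound addition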
# Target sequence (P11229 whole entry, looked up): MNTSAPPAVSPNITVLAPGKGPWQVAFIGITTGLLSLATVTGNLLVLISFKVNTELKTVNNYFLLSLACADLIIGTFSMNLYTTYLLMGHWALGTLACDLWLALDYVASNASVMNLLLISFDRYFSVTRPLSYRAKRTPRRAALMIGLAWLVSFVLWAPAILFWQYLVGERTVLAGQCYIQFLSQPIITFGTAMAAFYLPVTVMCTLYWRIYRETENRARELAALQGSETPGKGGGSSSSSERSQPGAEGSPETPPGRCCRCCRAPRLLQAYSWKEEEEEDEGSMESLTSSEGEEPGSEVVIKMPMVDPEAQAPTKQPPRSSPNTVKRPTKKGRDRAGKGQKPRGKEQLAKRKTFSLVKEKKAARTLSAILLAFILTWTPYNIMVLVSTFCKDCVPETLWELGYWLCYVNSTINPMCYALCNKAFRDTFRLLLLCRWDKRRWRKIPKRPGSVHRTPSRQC
# OXTR ag = agonists of human oxytocin receptor. 320,000 tested, 0.32% active. activation, % at 3 µM. P30559. CHO-OTR cells, Fluo-8 calcium fluorescence; normalized: DMSO 0%, oxytocin 100%;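 active = activation above the mean of all tested compounds plus 3 SD, cutoff set per screening run, cut at about 20% in these data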;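 also: peak over basal fluorescence ratio from a 100 s FLIPR kinetic read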
# TAAR1 antag = antagonists of human TAAR1. Q96RJ0. CHO RD-HGA16 TAAR1, Fluo-8 calcium fluorescence, antagonist. inhibition, % at 3 µM. 360,000 tested, 1.5% active;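 active = inhibition above a per-plate cutoff, the mean inhibition of test compounds on that plate plus 3 SD, cut at about 49% in these data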;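 also: 0% = DMSO plus EC80 beta-PEA response and 100% = DMSO alone without agonist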
#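 Material: CHO RD-HGA16 cells bearing hTAAR1; compound dosing: one-point dosing, 3 µM nominal final; schedule: dye loading 75 min at 37 °C, then 30 min room temperature; measured by: calcium fluorescence with Fluo-8; control set: vehicle and agonist controls; replication: n of 1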
# CHO parental Ca = counter-screen: ATP calcium response change in parental CHO cells; parental CHO-K1, ATP-induced calcium, Fluo-8 fluorescence; inhibition, % at 5.6 µM; 330,000 tested, 0.63% active; AID 463079;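 active = inhibition above that plate's mean sample inhibition plus 3 SD, cut at about 26% in these data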;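 also: 0% = ATP-challenged DMSO wells and 100% = DMSO wells without ATP; some compounds past the cut are filed as inactive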
#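 material = parental CHO cells | also added = ATP as calcium-mobilizing challenge | dosing = single point at 5.6 µM | detection = intracellular calcium via Fluo-8 no-wash fluorescent dye | read-out = % inhibition | benchmarks = low control ATP plus DMSO, high control DMSO only | repeats = one well per compound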
# M1 PAM = potentiates human M1 receptor response to acetylcholine; activation, % at 3 µM; AID 588819; CHO-K1 hM1, Fluo-8 calcium fluorescence, ACh EC20; 0% = ACh EC20, 100% = maximal ACh; 360,000 tested, 0.088% active; in the data active = activation above about 19%, passing the limit was not always enough
# OXTR potentiator = potentiates the human oxytocin receptor response. P30559. CHO-OTR cells, Fluo-8 calcium fluorescence, potentiator mode; 0% = oxytocin EC15, 100% = EC100. activation, % at 3 µM. 320,000 tested, 0.061% active. AID 2445;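 active = activation above that plate's cutoff, the mean activation of tested compounds plus 3 SD, cut at about 6.6% in these data, passing the limit was not always enough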;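 also: 100% uses oxytocin at 75 nM as the full agonist control; some results filed as inactive read as strong as hits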
#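 System: human OTR in CHO cells; Also added: sub-maximal oxytocin, roughly EC15; Timing: compound 6 min at room temperature before oxytocin, 100 s read; Technique: Fluo-8 intracellular calcium fluorescence, ex 470-495, em 515-575 nm; Controls: oxytocin EC15 low and EC100 high; Replication: singlicate.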
# V1aR counter = V1a receptor agonism, counter-screen for OXTR agonists | activation, % at 3 µM | CHO-V1R cells, Fluo-8 calcium fluorescence, agonist mode; 0% DMSO, 100% 3 nM vasopressin | AID 2797 | 320,000 tested, 0.25% active | P37288;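 active = activation above the mean activation of all tested compounds plus 3 SD, per screening run, cut at about 20% in these data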;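 also: signal is peak over basal fluorescence ratio across a 100 second FLIPR read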
# Target sequence (P37288 whole entry, looked up): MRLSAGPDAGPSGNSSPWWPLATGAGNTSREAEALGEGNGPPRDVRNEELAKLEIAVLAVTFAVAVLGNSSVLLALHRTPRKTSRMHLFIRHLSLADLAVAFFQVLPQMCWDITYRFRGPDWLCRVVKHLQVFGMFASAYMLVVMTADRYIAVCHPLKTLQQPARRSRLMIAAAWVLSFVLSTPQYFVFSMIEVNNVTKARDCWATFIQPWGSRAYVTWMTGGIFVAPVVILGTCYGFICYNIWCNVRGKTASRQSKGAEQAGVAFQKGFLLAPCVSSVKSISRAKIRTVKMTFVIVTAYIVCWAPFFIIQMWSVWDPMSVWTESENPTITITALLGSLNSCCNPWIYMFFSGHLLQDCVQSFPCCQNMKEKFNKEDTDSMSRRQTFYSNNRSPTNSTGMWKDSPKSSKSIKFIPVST
# TAAR1 ag = human TAAR1 agonism | activation, % at 3 µM | 360,000 tested, 0.99% active | CHO RD-HGA16 TAAR1, Fluo-8 calcium fluorescence; vehicle wells 0%, saturating PEA agonist 100% | Q96RJ0;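 active = activation above the mean activation of all test compounds in the run plus 3 SD, cut at about 38% in these data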
#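 System: CHO RD-HGA16 cells carrying human TAAR1 plus Gα16; Incubation: 17-24 h seeding, 75 min 37 °C dye, 30 min RT; Measured by: Fluo-8 fluorescence, 5 s baseline then 140 s kinetic read; Control set: DMSO and PEA EC100; Replication: single well for each compound.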
# M1 antag = antagonists of human M1 muscarinic receptor; inhibition, % at 3 µM; P11229; CHO-K1 hM1, Fluo-8 calcium fluorescence, ACh EC80 antagonist; 360,000 tested, 1.3% active;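 active = percent inhibition above its own plate's cutoff, namely the mean of that plate's compound wells plus 3 SD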;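 also: peak over basal fluorescence ratio during 140 s after agonist addition; 0% = ACh EC80 plus DMSO and 100% = DMSO alone without agonist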
# Numbers without * were called inactive; / = no result given.
no.	Structure	M1 ag	OXTR ag	TAAR1 antag	CHO parental Ca	M1 PAM
1	COc1cc(C(=O)OCn2nnc3ccccc3c2=O)cc(OC)c1OC	0	3.7	8	-28	-8
2	C=C(C)CSc1nnc([C@@H](NC(=O)OC(C)(C)C)C(C)CC)o1 (some centres not stated)	-6	-0.8	15	-13	2
3	O=C(NCc1ccc(F)cc1)NC(=O)c1ccc(Cl)cc1	0	-0.3	-1	8	17
4	Oc1ccc(N2CCN(Cc3ccc(OCCCN4CCCCC4)cc3)CC2)cc1	-11	0.1	-4	-12	-16
5	Cn1c(COc2ccc3ccccc3c2)nnc1SCC(=O)OC1CCCCC1	-2	2.1	31	-4	7
6	O=C(C1=C[C@@H](c2ccccc2)C[C@@H](OCc2ccc(CO)cc2)O1)N1CCCCCCC1	-5	-1.0	8	-22	-9
7	CC(C)OCCCn1c(=NC(=O)c2ccncc2)c(C#N)cc2c(=O)n3ccccc3nc21	-1	-0.4	10	-12	7
8	COc1cccc(-c2nc(N3CCN(C)CC3)c3ccccc3n2)c1O	-3	0.1	-3	-14	12

no.	OXTR potentiator	V1aR counter	TAAR1 ag	M1 antag
1	-12	3.2	4	12
2	-1	-1.4	-1	-1
3	-8	2.5	3	-20
4	-1	-0.3	1	7
5	-7	3.0	12	-5
6	-10	0.0	5	17
7	-4	-0.2	9	-9
8	1	-1.3	3	-13

# The list continues.
no.	Structure	M1 ag	OXTR ag	TAAR1 antag	CHO parental Ca	M1 PAM
9	CCCN(CCC)CC(O)COc1ccc([N+](=O)[O-])cc1 (configuration not stated)	-6	0.1	-3	-4	-5
10	Cn1c(=O)[nH]c(=O)c2c1nc(Sc1ncccn1)n2CCCc1ccccc1	-3	0.3	10	1	4
11	COc1cc(CN2CCC(C(=O)N3CCN(c4ccccc4F)CC3)CC2)cc(OC)c1OC	-6	0.6	6	-11	-1
12	CC1(C(=O)NCc2ccccc2)Cc2c(-c3ccccc3)ccnc2O1 (configuration not stated)	-5	/	-9	/	5
13	Cc1cc(C)c(S(=O)(=O)N2CCN(C(=O)N(C)C)CC2)c(C)c1	6	1.1	-10	-15	-10
14	O=C(CNC(=O)c1ccc(Br)o1)NCc1ccc(Cl)cc1Cl	-5	/	-29	/	9
15	Cc1ccc(NC(=O)c2nnn(CC(=O)Nc3ccc4c(c3)OCO4)c2N)cc1C	-3	-0.7	-24	5	5
16	CCN(CC)CCOCCOC(=O)C(CC)(CC)c1ccccc1	-6	0.3	-12	5	-20

no.	OXTR potentiator	V1aR counter	TAAR1 ag	M1 antag
9	-10	1.7	2	-3
10	-10	0.8	2	-7
11	-7	0.6	3	-1
12	/	/	0	-13
13	3	1.9	6	14
14	/	/	7	-8
15	-6	-0.3	3	-2
16	-4	0.1	4	38*

# (continued)
no.	Structure	M1 ag	OXTR ag	TAAR1 antag	CHO parental Ca	M1 PAM
17	CCOC(=O)/C=C(\C)Sc1cc(O)c2ccccc2c1O	-5	/	2	/	-1
18	Cc1ccc2[nH]c(=O)c(CN(CCCO)C(C)c3nnnn3Cc3ccco3)cc2c1 (configuration not stated)	-3	-1.8	-28	-2	5
19	O=C(COC(=O)c1ccccc1[N+](=O)[O-])NCCCc1ccccc1	1	0.0	-9	-7	12
20	COc1cccc(/C=C/C(=O)OCC(=O)NCc2ccco2)c1OC	-8	-0.9	12	-11	8
21	CC(C(=O)NCc1cccc(Cl)c1)N1C(=O)c2ccccc2C1=O (configuration not stated)	-6	-0.7	17	4	6
22	CCOc1ccc(NC(=O)CN(C)C(=O)CSCc2c(C)noc2C)cc1OCC	-2	0.0	12	-11	3
23	COC(=O)C1C(=O)C=C(Nc2ccc(F)cc2)CC1c1ccc(OC)cc1 (configuration not stated)	-3	-0.1	8	-11	5
24	C/C(N)=C(/C#N)C(=O)CSc1ccc2c(c1)OCCO2	3	0.2	14	8	-4

no.	OXTR potentiator	V1aR counter	TAAR1 ag	M1 antag
17	/	/	6	10
18	-5	-0.4	0	-7
19	-2	-0.3	2	2
20	-2	-0.2	1	-8
21	3	0.1	-5	-9
22	-9	-0.5	1	-4
23	-7	1.8	2	-3
24	-9	1.0	1	-26

# (continued)
no.	Structure	M1 ag	OXTR ag	TAAR1 antag	CHO parental Ca	M1 PAM
25	C(=C\c1ccc(/C=C/c2ccccc2)nn1)/c1ccccc1	/	1.9	/	-5	/
26	O=C(CCCSc1nc2ccccc2[nH]1)N1CCN(c2ccc([N+](=O)[O-])cc2)CC1	0	11	1	50*	-18
27	COC(=O)C1=C(O)/C(=C/c2ccc(OCC(=O)Nc3ccc(OC)cc3)cc2)N=C1C	-3	/	-5	/	18
28	CC1Nc2ncnc(N3CCOCC3)c2N(Cc2ccc(Cl)cc2)C1=O (configuration not stated)	-5	0.4	-3	-27	9
29	CCCC1CCC(c2ccc(C(N)=O)cc2)CC1 (configuration not stated)	2	0.5	2	-12	7
30	O=C1c2ccccc2C(=O)N1CC(O)COc1cccc2ccccc12 (configuration not stated)	2	/	8	/	11
31	CCN(CC)CCCn1c(C)cc2c(c1=O)C(c1ccccc1)C(C#N)=C(N)O2 (configuration not stated)	-5	0.4	-18	-8	-6
32	O=C(c1ccccc1-c1ccccc1)N1CCCC1	-2	-0.3	7	-6	9

no.	OXTR potentiator	V1aR counter	TAAR1 ag	M1 antag
25	3	-0.1	/	/
26	-11	8.7	-1	43*
27	/	/	0	-21
28	0	-0.4	5	-6
29	-7	0.9	1	-6
30	/	/	-1	2
31	-4	0.7	5	16
32	-7	-0.7	5	-9

# (further entries)
no.	Structure	M1 ag	OXTR ag	TAAR1 antag	CHO parental Ca	M1 PAM
33	O=C1Nc2ccccc2S/C1=C/Nc1cccc(Cl)c1	-5	-1.7	28	-19	2
34	CCOc1ccc(-c2nnn(CC(=O)NCc3ccc(F)cc3)n2)cc1OCC	1	-0.1	6	8	-2
35	CC1(C)CC(=O)C2=C(C1)N(c1ccccc1)C(=O)CC2c1ccsc1 (configuration not stated)	-7	-0.9	-7	-18	5
36	NC(=O)c1ccc(C(F)(F)F)cn1	-4	0.3	-3	6	7
37	COc1ccc(C(C#N)=Cc2cccc(OC)c2OC)cc1	-5	/	22	/	2
38	Cc1cccc(C(=O)Nc2ccccc2SCC(=O)Nc2ccc(C)c(Cl)c2)c1	-3	1.4	16	-12	0
39	O=C(OCC(=O)N1CCN(c2ccccc2)CC1)c1ccccc1OC(F)F	0	1.1	-7	-2	3
40	O=C(COC(=O)C1CCCCC1)NCc1ccc(Cl)cc1	-1	-1.0	1	-12	-10

no.	OXTR potentiator	V1aR counter	TAAR1 ag	M1 antag
33	-2	-1.5	11	9
34	-5	1.0	10	-14
35	-5	-0.9	0	-5
36	2	1.3	7	-5
37	/	/	7	-4
38	-3	0.0	-1	-2
39	-4	1.5	2	-1
40	-1	0.1	0	19

# Later entries:
no.	Structure	M1 ag	OXTR ag	TAAR1 antag	CHO parental Ca	M1 PAM
41	Cc1cccc(NS(=O)(=O)c2ccc(C)c(C(=O)NCC(c3cccs3)N(C)C)c2)c1 (configuration not stated)	-4	/	-22	/	3
42	CCOC(=O)c1nc(C)nc(Sc2n[nH]c(-c3cc(C(F)(F)F)cc(C(F)(F)F)c3)n2)c1C	-3	-0.1	-49	-6	7
43	CCOC(=O)CN(C(=O)c1ccccc1[N+](=O)[O-])C(C)(C)C	-3	-1.2	-4	-9	1
44	Cc1nonc1N1CCN(Cc2cn[nH]c2-c2ccc3c(c2)OCO3)CC1	-10	0.5	17	-17	14
45	O=C(COC(=O)c1cccc(Cl)c1)NC1CCCCCCC1	-6	-1.0	2	-9	-2
46	COCC(C)N=C1NN=C(c2c[nH]c3ccccc23)CS1 (configuration not stated)	-9	0.8	-8	-3	-1
47	CCOc1ccc(N(C)S(=O)(=O)c2cnc[nH]2)cc1	-2	1.0	-13	7	6
48	O=C(CCS(=O)(=O)c1ccccc1)Nc1nc(-c2ccccn2)cs1	-2	2.1	2	9	1

no.	OXTR potentiator	V1aR counter	TAAR1 ag	M1 antag
41	/	/	20	4
42	3	1.6	2	-9
43	-1	0.0	1	-9
44	-7	1.4	1	-10
45	-7	-0.4	4	7
46	-3	2.4	26	4
47	-2	0.2	0	2
48	-4	2.2	4	-11

# Next section.
no.	Structure	M1 ag	OXTR ag	TAAR1 antag	CHO parental Ca	M1 PAM
49	COc1ccc(C(=O)NCC(=O)OCC(=O)c2ccccc2Br)cc1OC	0	/	-12	/	2
50	C=C(C)C(=O)N1CC2(CC(c3cccc(NC(=O)/C=C\C=C/C)c3)=NO2)C[C@H]1C(N)=O (some centres not stated)	-2	-0.5	-21	-11	6
51	CCOC(=O)Nc1ccc(S(=O)(=O)Nc2onc(C)c2C)cc1	-2	-0.1	-36	-8	7
52	COc1ccc(C2=Nn3c(nnc3-c3ccc(OC)cc3)SC2)cc1	-6	-1.7	8	-26	1

no.	OXTR potentiator	V1aR counter	TAAR1 ag	M1 antag
49	/	/	1	-7
50	-13	-0.6	1	2
51	1	0.6	4	-12
52	2	-0.6	0	2

# Gathered by group, the compounds so far with a Cl atom.
no.	Structure	M1 ag	OXTR ag	TAAR1 antag	CHO parental Ca	M1 PAM
3	O=C(NCc1ccc(F)cc1)NC(=O)c1ccc(Cl)cc1	0	-0.3	-1	8	17
14	O=C(CNC(=O)c1ccc(Br)o1)NCc1ccc(Cl)cc1Cl	-5	/	-29	/	9
21	CC(C(=O)NCc1cccc(Cl)c1)N1C(=O)c2ccccc2C1=O (configuration not stated)	-6	-0.7	17	4	6
28	CC1Nc2ncnc(N3CCOCC3)c2N(Cc2ccc(Cl)cc2)C1=O (configuration not stated)	-5	0.4	-3	-27	9
33	O=C1Nc2ccccc2S/C1=C/Nc1cccc(Cl)c1	-5	-1.7	28	-19	2
38	Cc1cccc(C(=O)Nc2ccccc2SCC(=O)Nc2ccc(C)c(Cl)c2)c1	-3	1.4	16	-12	0
40	O=C(COC(=O)C1CCCCC1)NCc1ccc(Cl)cc1	-1	-1.0	1	-12	-10
45	O=C(COC(=O)c1cccc(Cl)c1)NC1CCCCCCC1	-6	-1.0	2	-9	-2

no.	OXTR potentiator	V1aR counter	TAAR1 ag	M1 antag
3	-8	2.5	3	-20
14	/	/	7	-8
21	3	0.1	-5	-9
28	0	-0.4	5	-6
33	-2	-1.5	11	9
38	-3	0.0	-1	-2
40	-1	0.1	0	19
45	-7	-0.4	4	7

# Compound activity: PubChem, The Scripps Research Institute Molecular Screening Center
